# CHO parental Ca – signal in parental CHO cells, OX1R antagonist counter-screen; parental CHO-K1, ATP-induced calcium, Fluo-8 fluorescence; 330,000 compounds, 0.63% hits; AID 463079; inhibition, % at 5.6 µM;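 active = inhibition above that plate's mean sample inhibition plus 3 SD, cut at about 26% in these data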;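 note: 0% = ATP-challenged DMSO wells and 100% = DMSO wells without ATP; some compounds past the cut are filed as inactive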
#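 Assay system: parental CHO cells; Read-out basis: percent inhibition of ATP-evoked calcium rise, normalized to controls; Benchmarks: ATP and no-ATP DMSO wells; Compound dosing: single nominal dose of 5.6 µM per compound; Signal: Fluo-8 calcium dye fluorescence; Also added: ATP as calcium-mobilizing challenge; Repeats: singlicate.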
# M1 ag parental – counter-screen for M1 agonists: effect in parental CHO-K1 cells. activation, % at 3 µM. Fluo-8 calcium fluorescence; scaled to maximal ATP response, vehicle zero. 360,000 compounds, 0.48% hits. AID 602248; in the data active = activation above about 15%;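 note: untransfected CHO-K1 host cells lacking M1 receptor as counterscreen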
# TAAR1 antagonist – antagonists of human TAAR1 | Q96RJ0 | CHO RD-HGA16 TAAR1, Fluo-8 calcium fluorescence, antagonist | inhibition, % at 3 µM | 360,000 compounds, 1.5% hits;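 active = inhibition above a per-plate cutoff, the mean inhibition of test compounds on that plate plus 3 SD, cut at about 49% in these data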;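 note: 0% = DMSO plus EC80 beta-PEA response and 100% = DMSO alone without agonist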
# Target sequence (Q96RJ0 whole entry, looked up): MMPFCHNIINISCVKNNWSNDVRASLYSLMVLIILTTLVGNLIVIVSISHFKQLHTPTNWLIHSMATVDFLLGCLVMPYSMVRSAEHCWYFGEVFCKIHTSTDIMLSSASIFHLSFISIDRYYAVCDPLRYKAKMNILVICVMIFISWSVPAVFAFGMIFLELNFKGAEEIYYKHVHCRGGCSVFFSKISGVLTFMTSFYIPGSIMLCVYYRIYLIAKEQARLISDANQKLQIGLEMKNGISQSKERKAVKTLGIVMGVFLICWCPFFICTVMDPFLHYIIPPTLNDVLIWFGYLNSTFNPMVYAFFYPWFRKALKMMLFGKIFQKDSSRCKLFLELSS
#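 Test system: CHO RD-HGA16 cells bearing hTAAR1 | Reagent: β-PEA, EC80 | Compound dosing: 3 µM, single point | Schedule: Dye loading 75 min at 37 °C, then 30 min room temperature | Signal: Calcium fluorescence with Fluo-8 | Evaluation: Percent inhibition of PEA-evoked calcium signal, max/basal emission ratio | Control set: DMSO-only wells and EC80 β-PEA-stimulated wells | Repeats: Singlicate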
# M1 PAM – human CHRM1 positive allosteric modulation; CHO-K1 hM1, Fluo-8 calcium fluorescence, ACh EC20; 0% = ACh EC20, 100% = maximal ACh; activation, % at 3 µM; 360,000 compounds, 0.088% hits; AID 588819; in the data active = activation above about 19%, passing the limit was not always enough
# Target sequence (P11229 whole entry, looked up): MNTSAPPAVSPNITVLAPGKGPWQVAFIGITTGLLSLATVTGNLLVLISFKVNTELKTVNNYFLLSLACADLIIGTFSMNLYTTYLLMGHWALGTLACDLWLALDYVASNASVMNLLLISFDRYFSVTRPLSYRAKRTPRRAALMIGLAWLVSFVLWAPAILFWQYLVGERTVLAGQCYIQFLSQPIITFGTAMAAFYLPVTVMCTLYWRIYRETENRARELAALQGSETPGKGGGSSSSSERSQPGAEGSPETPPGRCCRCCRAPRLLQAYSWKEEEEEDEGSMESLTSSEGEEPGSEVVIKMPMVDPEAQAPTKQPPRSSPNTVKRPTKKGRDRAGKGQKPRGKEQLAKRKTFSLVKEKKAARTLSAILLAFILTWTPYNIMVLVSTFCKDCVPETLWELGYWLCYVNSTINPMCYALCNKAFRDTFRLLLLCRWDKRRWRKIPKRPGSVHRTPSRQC
# M1 ag – human M1 muscarinic receptor agonism; P11229; CHO-K1 hM1, Fluo-8 calcium fluorescence, agonist mode; 0% DMSO, 100% acetylcholine EC100; activation, % at 3 µM; 360,000 compounds, 0.33% hits; AID 588814;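 active = activation above the run's mean compound activation plus 3 SD, cut at about 16% in these data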;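 note: peak over basal fluorescence ratio within a 140 s kinetic read after compound addition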
# CHRM1 antagonist – blocks human M1 muscarinic receptor; CHO-K1 hM1, Fluo-8 calcium fluorescence, ACh EC80 antagonist; inhibition, % at 3 µM; 360,000 compounds, 1.3% hits; AID 588852;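 active = percent inhibition above its own plate's cutoff, namely the mean of that plate's compound wells plus 3 SD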;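 note: peak over basal fluorescence ratio during 140 s after agonist addition; 0% = ACh EC80 plus DMSO and 100% = DMSO alone without agonist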
# TAAR1 agonist – agonists of human TAAR1. Q96RJ0. CHO RD-HGA16 TAAR1, Fluo-8 calcium fluorescence; vehicle wells 0%, saturating PEA agonist 100%. activation, % at 3 µM. 360,000 compounds, 0.99% hits. AID 624467;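 active = activation above the mean activation of all test compounds in the run plus 3 SD, cut at about 38% in these data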
#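 System: CHO-derived RD-HGA16 cells with stable Gα16 and human TAAR1 / Times: 17-24 h plating, Fluo-8 75 min 37 °C, 30 min RT / Technique: calcium-sensitive Fluo-8 signal, excitation 470-495, emission 515-575 nm / Measure: % activation relative to PEA EC100 response / Benchmarks: DMSO and PEA EC100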
# CHO-K1 Ca antag – counter-screen for M1 antagonists: effect in parental CHO-K1 cells. 360,000 compounds, 0.6% hits. ATP-induced calcium, Fluo-8 fluorescence. AID 602250. inhibition, % at 3 µM;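 active = inhibition above a per-plate cutoff, the plate's mean sample inhibition plus 3 SD, cut at about 24% in these data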;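 note: 0% = DMSO plus EC80 ATP and 100% = DMSO alone without ATP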
# M1 PAM parental – M1 PAM counterscreen hit in parental CHO-K1 cells; AID 602247; 360,000 compounds, 0.02% hits; ATP EC20, Fluo-8 calcium fluorescence; 0% at ATP EC20, 100% at ATP max; activation, % at 3 µM;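 active = activation above the run cutoff, the mean activation of all test compounds plus 3 SD, cut at about 40% in these data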;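 note: peak over basal fluorescence ratio in a 140 s read after ATP addition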
# The depositor's hits bear a star; / = no result given; & = joins results of further samples.
Compound,CHO parental Ca,M1 ag parental,TAAR1 antagonist,M1 PAM,M1 ag,CHRM1 antagonist,TAAR1 agonist,CHO-K1 Ca antag,M1 PAM parental
O=c1ccc(S(=O)(=O)N2CCC(Cc3ccccc3)CC2)c[nH]1,-1,0.7,12,-1,-1,-3,3,-6,2
CC(C)C#Cc1cnc2c(c1)C(=O)N([C@@H](C)CO)C[C@@H](C)[C@H](CN(C)Cc1cccc(F)c1)O2,/,-0.1,-7,4,-6,-5,1,-7,-1
Cc1ccc(NC(=O)CCC(=O)c2ccccc2)cc1,/,0.8,-10,3,-6,-4,0,-3,12
CCOC(=O)C1CCCN(CCC(=O)Nc2ccc3c(c2)CCC3)C1 (stereo not drawn),-7,-0.2,18,-8,23*,-5,35,7,-2
CCN(Cc1ccccc1)C(=O)C1CCC(CNc2c(N3CCOCC3)c(=O)c2=O)CC1 (stereo not drawn),-14,0.3,6,2,-5,4,0,0,9
O=C(O)C(O)c1ccccc1 (stereo not drawn),-7&-1,0.0&0.0,9&-15,-1&8,0&-2,-22&-43,-1&1,2&-5,-3&17
CC(Sc1nnc(Cc2cccs2)n1C1CCCCC1)C(=O)NCc1ccco1 (stereo not drawn),-27,0.1,-4,6,-3,-1,-2,-12,13
Cc1cc(C)c2c(CC(=O)N(CCC#N)Cc3cccnc3)coc2c1,-32,0.7,-8,7,-5,-13,2,-16,15
CN(C)c1ccc(C2C=C(c3ccc(Cl)cc3OC(F)F)Nc3ncnn32)cc1 (stereo not drawn),3,2.2,28,1,1,-1,12,19,-1
NNS(=O)(=O)c1ccc(Sc2ccccn2)c([N+](=O)[O-])c1,11,0.0,-17,-5,-3,17,1,16,-29
COc1cccc(-c2cc3nc(NCc4ccc(C)cc4C)n(C)c(=O)c3s2)c1,/,0.6,-38,12,-1,-9,1,-3,19
C=CCn1c(-c2ccc(C)cc2)nc2ccccc21,-21,-0.8,8,-1,-7,-6,9,1,4
COc1ccc(CNc2nc(-c3ccccc3)nn2C(=O)c2ccc([N+](=O)[O-])cc2)cc1,-7,0.8,-8,5,-5,-1,2,-1,13
CSC1=NC(C)(C)CC2(C)Nc3ccccc3N12 (stereo not drawn),-18,2.5,-8,1,-5,3,-1,-11,17
Cc1ccc(C=Nc2ccccc2C(=O)Nc2ccccc2)cc1,-11,0.0,-16,-1,-4,-2,2,-22,18
Nc1c([N+](=O)[O-])cc(-c2cnc[nH]2)cc1[N+](=O)[O-],7,-0.2,0,0,0,11,2,-9,10
CCn1c(=O)cc(SCC(=O)N2CCN(c3ccccc3F)CC2)c2ccccc21,-11,5.0,28,4,-2,-2,16,2,13
CC1CCN(c2ccc(-c3ccc(NC(=O)c4ccco4)cc3)nn2)CC1,45*,1.1,22,6,0,-11,0,5,12
CC(OC(=O)c1cc(=O)[nH]c2ccccc12)C(=O)Nc1ccccc1F (stereo not drawn),-12,-0.4,-4,2,-1,18,2,9,-6
N#Cc1c(NC(=O)c2ccc(-c3ccccc3[N+](=O)[O-])o2)sc2c1CCCC2,-3,-0.6,24,8,4,-14,8,28*,-6
CN(C)c1ccc(C(CC(=O)O)NC(=O)c2ccc(Cl)cc2)cc1 (stereo not drawn),6,0.2,-5,10,6,-33,5,-2,15
Cc1csc(NS(=O)(=O)c2ccc(Cl)cc2)n1,-6,4.7,0,3,-6,-2,0,5,3
O=C(Nc1ccc2c(c1)OCO2)c1cccc(S(=O)(=O)N2CCCC2)c1,-21,1.5,-32,-9,-7,1,0,-6,16
Cc1ccc(N(C)C(=O)CN(C)S(=O)(=O)c2ccc3c(c2)n(C)c(=O)c(=O)n3C)cc1,-10,-0.6,-26,-6,-4,21,2,4,-7
Cc1cc(OC(=O)c2cc(Cl)ccc2Cl)c([N+](=O)[O-])c(=O)[nH]1,7,-0.1,-9,-1,-2,2,1,7,8
Cc1cc(NC(=O)CSCC(=O)OCC(=O)Nc2ccc(OC(F)F)cc2)no1,-3,0.3,4,3,-3,3,0,-9,-13
O=C(O)C1CCCN1S(=O)(=O)c1ccc2ccccc2c1 (stereo not drawn),3,0.0,-8,9,-1,-10,3,9,16
COc1cc(OC)cc(C(=O)Nc2cccc(N3CCCC3)c2)c1,-8,0.2,9,-6,-8,11,-1,-21,5
O=C(c1ccc2c(c1)OCO2)N(c1ccc(F)cc1)C1C=CS(=O)(=O)C1 (stereo not drawn),-11,4.0,2,2,-3,0,4,-13,9
O=C(NC1CCCCC1)C(c1ccccn1)N(C(=O)c1csnn1)c1ccccc1 (stereo not drawn),-8,0.2,5,4,-2,-6,1,-11,0
Cc1ccc(-c2csc(N(Cc3ccco3)C(=O)c3cccs3)n2)cc1,-11,0.1,1,5,-3,-8,3,-6,13
Cc1occc1-c1nc(-c2ccncc2)no1,-8,0.1,-1,8,-4,-15,0,-23,19
CCOC(=O)C1(CC2CCCCO2)CCN(S(=O)(=O)c2cccc(F)c2)CC1 (stereo not drawn),-20,0.7,-1,-1,-4,-2,4,-5,-4
CC1CCCCN1S(=O)(=O)c1cccc2cccnc12 (stereo not drawn),-8,0.3,0,10,-4,-15,0,-7,27
CCCCOC(=O)Nc1nc2ccc(OC)cc2s1,-7,-0.1,-14,-1,-1,2,8,-14,-3
O=C1C2CCCN2C(=O)N1CCCN1CCN(c2ccc([N+](=O)[O-])cc2)CC1 (stereo not drawn),3,2.2,2,-1,-4,-7,7,-8,3
C/C(=N\NC(=O)c1cccc(S(=O)(=O)N2CCOCC2)c1)c1ccc(OC(F)F)cc1,-1,0.4,13,0,-2,2,0,11,-26
COc1ccccc1Cn1nnc2c(=O)[nH]c(C3CCN(C(=O)c4ccc(C)cc4)CC3)nc21,-31,0.6,-17,2,-4,-3,-3,-5,20
CCOc1ccc(/C(O)=C2/C(=O)C(=O)N(c3ccccn3)C2c2ccc(F)cc2)c(C)c1 (stereo not drawn),-8,0.2,-21,4,-6,-3,2,-16,17
Cc1nc2ccc(NC(=O)c3nn(CC(C)C)c(=O)c4ccccc34)cc2s1,-30,1.5,16,6,-8,-1,-1,-11,22
CSc1nnc(-c2ccccc2)n1N,/,-0.1,4,10,1,-18,4,1,1
O=C(CNC(=O)c1cccs1)NCC(=O)OCc1c(F)cccc1Cl,-6,-0.4,2,-2,-5,4,10,-5,-3
OCC[C@H]1C[C@H](O)[C@@H](O)[C@@]2(CCCO2)O1,-8,4.9,2,9,-4,-5,5,-10,28
CC(=O)c1cc2c(cc1NC(=O)c1ccc(-n3nc(C)cc3C)cc1)OCO2,/,0.7,-2,0,-4,1,0,-7,16
Cn1cc(NC(=O)OCc2ccc(Cl)cc2)c(C(F)(F)F)n1,10,2.2,-2,2,-4,-2,7,-9,5
CCC(NC(=O)c1ccccc1NC(=O)C(C)(C)C)C(=O)N1CCCC1 (stereo not drawn),-29,0.6,-7,3,-4,-3,2,-23,-2
CNC(=O)CSc1nc(SC)ns1,2,0.9,-30,8,-1,-15,2,-9,8
CCOc1ccc2nc(NC(=O)CSc3nc(-c4ccccc4)c(C#N)c(=O)[nH]3)sc2c1,/,3.0,14,-8,-5,10,9,20,-7
COc1ccc(CC(=O)OCC(=O)Nc2ncc(Cl)cc2Cl)cc1OC,-5,-0.3,2,-3,-3,8,7,-4,12
N#Cc1ccc(C(=O)N2CCCCC2c2cc(C(=O)NCc3ccccc3)no2)cc1 (stereo not drawn),/,0.6,2,-7,-5,8,4,1,-11
CCOc1ccc(OCC)c(NC(=O)Cn2c(C)nc3ccccc3c2=O)c1,-27,2.4,1,2,-4,-9,5,-10,17
COc1ccc(-c2cc(-c3ccc(OC)cc3)c(C#N)c(SC)n2)cc1,-14,1.6,2,-2,-3,6,3,14,-5
CC(C)CCn1c(=O)c2ccccc2n2c(CN(C)Cc3ccccc3)nnc12,-35,1.0,2,1,-4,0,7,-14,19
CC(=O)c1ccc(NC(=O)Nc2ccc(Cl)cc2)cc1,-6,17*,0,-18,1,29,42*,19,0
CC(C)(C)c1ccc(C(=O)N2CCCC2)s1,-3,0.1,-20,3,-9,-10,-1,-6,11
O=c1[nH]nc(-c2n[nH]c(=O)o2)o1,/,0.7,6,5,-2,-9,-1,-10,13
CSCCC(NS(=O)(=O)c1ccc2c(c1)oc(=O)n2C)C(=O)NCc1ccc(C)cc1 (stereo not drawn),-11,0.4,-12,21,-1,-25,-1,-12,-5
CN(Cc1ccccc1)C(=O)c1ccc(NC(=O)Cc2ccc(NC(=O)C3CCN(C(=O)C4CCCCC4)CC3)cc2)cc1,/,0.5,2,2,-7,-2,1,-10,1
Cc1ccc(N/N=C(\C#N)C(=N)N2CCCCC2)cc1,-2,0.3,3,0,-5,4,1,3,-20
Cc1cc(C)cc(C(=O)NCC(=O)OCN2C(=O)c3ccccc3C2=O)c1,-18,-0.1,-3,4,-2,-2,4,-11,9

# (list continues)
Compound,CHO parental Ca,M1 ag parental,TAAR1 antagonist,M1 PAM,M1 ag,CHRM1 antagonist,TAAR1 agonist,CHO-K1 Ca antag,M1 PAM parental
FC(F)(F)c1ccccc1NC(=S)NN1CCOCC1,-6,-0.4,-6,5,-5,-9,5,3,-3
N/C(=N\OC(=O)c1ccc(Cl)cc1[N+](=O)[O-])c1cccnc1,-13,0.6,1,3,-4,3,4,-12,14
CCCCN1C2CCCC1CC(NC(=O)C1CCCCC1)C2 (stereo not drawn),-13,0.8,-4,-19,-4,43*,3,-12,21
CC1CCCC(NC(=O)NC(=O)COC(=O)C2=NN(c3ccccc3)C(=O)CC2)C1C (stereo not drawn),-20,1.2,-9,0,-4,-4,4,-19,13
CCOC(=O)C(=O)Nc1ncc(Cl)s1,5,0.9,-33,20,1,-19,3,-7,8
O=C(CCn1c(SCC(=O)c2ccccc2)nc2ccccc2c1=O)NCc1ccc(F)cc1,-6,1.0,12,3,-4,-2,2,3,14
O=[N+]([O-])c1cccc(/C=N/NS(=O)(=O)c2ccccc2)c1,-12,0.1,6,1,-5,1,7,6,-8

# From PubChem
